Polio RdRp inh: poliovirus RNA polymerase inhibition; poliovirus polymerase elongation, fluorescence polarization; active compounds read low; 150,000 tested, 0.66% active; % elongation, % (compound at 16.7 µg/mL); P03300; in the data active = % elongation below about 90%; note: some results filed as inactive read as strong as hits
Target sequence (P03300 1749-2209 limits assumed): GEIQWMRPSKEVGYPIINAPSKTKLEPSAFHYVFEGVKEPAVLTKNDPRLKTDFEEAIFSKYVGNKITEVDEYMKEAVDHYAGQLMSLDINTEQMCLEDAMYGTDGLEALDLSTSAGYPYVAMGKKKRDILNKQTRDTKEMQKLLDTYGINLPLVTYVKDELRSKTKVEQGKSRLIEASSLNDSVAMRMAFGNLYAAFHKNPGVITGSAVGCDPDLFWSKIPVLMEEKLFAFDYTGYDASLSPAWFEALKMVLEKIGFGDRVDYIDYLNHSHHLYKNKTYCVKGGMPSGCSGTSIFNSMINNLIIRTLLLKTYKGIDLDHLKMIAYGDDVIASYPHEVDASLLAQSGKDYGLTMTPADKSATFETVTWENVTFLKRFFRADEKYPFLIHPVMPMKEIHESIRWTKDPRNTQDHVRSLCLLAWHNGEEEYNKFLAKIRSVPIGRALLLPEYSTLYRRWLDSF
Polio RdRp inh FP z-score: recorded beside Polio RdRp inh, whose call it bears; z-score; measured here: FP z-score; hits read low
Numbers without * were called inactive. Not all compounds are listed; rates above refer to the full screens.

SMILES | Polio RdRp inh | Polio RdRp inh FP z-score
COc1cccc(C(O)c2nccn2C)c1OC (stereo not given) | 103 | 0.5
CCOC(=O)C1CCN(C(=O)c2ccc3c(=O)n4nc(Nc5ccccc5OC)sc4nc3c2)CC1 | 100 | -0.4
CC1=C(C(=O)Nc2ccc(C(=O)NCc3cccnc3)cc2)SCCO1 | 104 | 1.1
O=C(CN1C(=O)c2ccccc2C1=O)N1CCCC1 | 101 | 0.1
CSC1=NCCN1C(=O)c1cccc(C)c1 | 102 | 0.3
OC(CN1CCOCC1)Cn1c2c(c3ccccc31)CCCC2 (stereo not given) | 101 | -0.7
Cc1cc(C)c2c(N)nn(C)c2n1 | 105 | 1.1
NNC(=O)CNc1ccccc1 | 99 | -0.1
N#C/C(=C\NC(=O)c1ccccc1)C(=O)N1CCOCC1 | 102 | 0.1
COc1cccc(/C=N/O)c1O | 101 | -0.2
COc1cccc(CNC(=O)CCc2c(C)c3cc4c(C)coc4cc3oc2=O)c1 | 103 | -0.8
c1ccc2[nH]c(C3CCCO3)nc2c1 (stereo not given) | 103 | 0.3
O=C(C1CCN(S(=O)(=O)Cc2ccccc2)CC1)N1CCN(c2ccccc2F)CC1 | 113 | 1.1
CN=c1scc(-c2cc(C)n(CCC(C)C)c2C)n1C | 104 | 0.3
COC(CNC(=O)Cn1ncc2ccsc2c1=O)OC | 100 | -1
O=C(Nc1ccc2c(c1)N(Cc1ccccc1)C(=O)c1ccccc1S2)NC1CC1 | 101 | -0.2
CC(C)CN(CCCNC(=O)c1cc(-c2cccs2)nc2ccccc12)CC(C)C | 100 | -1.6
CCN(C1=NS(=O)(=O)c2ccccc21)c1ccccc1 | 100 | -0.2
Cc1nc(NN)nc(NCc2ccccc2)n1 | 102 | -0.1
O=C(O)CCc1ccc(-c2cccs2)o1 | 103 | -0.1
CCC(C)NC(=O)NCc1ccccc1F (stereo not given) | 100 | -0.1
Cc1nnc(SCC(=O)NCc2cccc(F)c2)c2nn(-c3ccccc3)c(C)c12 | 95 | -1.8
COc1cc(Cl)c(NC(=O)CN2C(=O)c3cccnc3Sc3ccccc32)c(OC)c1 | 107 | 0.1
Cn1cc(/C=C(\C(=O)O)C(C(=O)O)=C2CCCCC2)c2ccccc21 | 100 | -0.2
CN1c2ccccc2C(C)(C)C12CCCC(=O)N2 (stereo not given) | 103 | 1.1
O=C(CCCc1nc(-c2ccccc2)no1)N1CCOCC1 | 103 | -0.3
CC(C)COc1ccc(C(=O)Nc2ccc(C(=O)NCC3(c4ccccc4)CC3)cc2)cc1 | 103 | 0.3
Cc1ccc(N(C(=O)COc2ccccc2C)S(=O)(=O)c2ccc(Cl)cc2)cc1 | 100 | -0.7
O=C(O)Cn1nc(N2CCN(c3ccc(F)cc3)CC2)ccc1=O | 112 | 1.1
O=C(CCn1c(=S)[nH]c2ccccc2c1=O)N1CCc2ccccc2C1 | 101 | 0.3
Cc1ccc(NC(=O)Cn2c(=O)n(CCc3ccccc3)c(=O)c3c4c(sc32)CCCC4)cc1C | 107 | 0.2
Cc1cccc(Cn2cccc(C(=O)Nc3cc(C)on3)c2=O)c1 | 99 | -1.3
Cc1ccc(O)c(-c2n[nH]c3c2C(c2ccc(F)cc2)N(Cc2ccco2)C3=O)c1 (stereo not given) | 103 | -0.7
Cc1ccccc1NC(=O)COc1ccc(N2CC(C(N)=O)CC2=O)cc1 (stereo not given) | 100 | -0.1
CCc1ccccc1NC(=O)CSc1nc(C)c(C(=O)Nc2ccccc2)c(-c2ccc(Cl)cc2)c1C#N | 110 | 1.1
COc1ccc(NC(=O)c2ccco2)cc1NC(=O)C(C)(C)Oc1ccc(Cl)cc1 | 107 | 0.7
CCOC(=O)c1cc(-c2ccc(OC)c(S(=O)(=O)N3CCCc4ccccc43)c2)on1 | 101 | 0.2
O=C(CSC1=NCCS1)c1ccc2c(c1)OCCO2 | 98 | -1
CCn1c(SCC(=O)c2ccccc2)nnc1-c1cccc(Cl)c1 | 102 | -0.9
CCOC(=O)N1CCN(C(=O)CCc2nc3sc4c(c3c(=O)[nH]2)CCCC4)CC1 | 101 | 0.2
CCOC(=O)c1ccccc1NC(=O)CSc1nccn1Cc1ccco1 | 108 | 0.2
N#Cc1cc2c(=O)n3ccccc3nc2n(-c2cccc(C(F)(F)F)c2)c1=O | 106 | 0.9
CCc1ccc2c(CNC(CC)CC)cc(=O)oc2c1 | 104 | 0.1
Cc1ccc(S(=O)(=O)/C(C#N)=C/c2ccccc2)cc1 | 101 | 0.5
Cc1oc2c(c(C)cc3oc(=O)c(CC(=O)NCc4ccc(F)cc4)c(C)c32)c1C | 104 | -0.9
CCOc1ccc(NC(=O)C2CCCN(S(=O)(=O)c3c(C)noc3/C=C/N(C)C)C2)cc1 (stereo not given) | 105 | 0.1
Cc1ccc(S(=O)(=O)N2CCN(CC(=O)N=Nc3c(O)[nH]c4c(C)c(C)ccc34)CC2)cc1 | 99 | -0.3
O=C(O)c1cc(Cl)c(Cl)cc1C(=O)O | 101 | 0
Cc1nn(CC(=O)NCc2ccccc2Cl)c(=O)c2nn(-c3ccccc3)c(C)c12 | 112 | 0.7
CCN(C(=O)COc1ccc2ccc(=O)oc2c1)C1CCCCC1 | 99 | -0.3
CCn1c(=O)c2cc(C(=O)N(C)c3cc(Cl)ccc3C)sc2c2ccccc21 | 102 | -0.2
O=C(Nc1nn2cnnc2s1)c1ccncc1 | 103 | -0.1
Cc1ccc(N2C(=O)N(CC(=O)C(C)(C)C)c3ccccc3S2(=O)=O)cc1C | 105 | -0.5
CC(C)/C=N/NC(=O)c1cccc(N2CCCC2=O)c1 | 100 | 0.2
CC1Cc2ccccc2N1C(=O)COC(=O)/C=C/c1ccco1 (stereo not given) | 102 | 0.3
Clc1ccc(C(Cn2ccnc2)OCc2csc3c(Cl)cccc23)c(Cl)c1 (stereo not given) | 101 | 0.5
Cc1nc2c(ccc3nc(Nc4nc5cc6c(cc5s4)OCCO6)sc32)s1 | 105 | 2.1
COc1ccc(-c2nc(SCC(=O)Nc3ccc4c(c3)OCCO4)c(-c3ccc(F)cc3)[nH]2)cc1OC | 114 | 0.6
CC1CC(C)CN(C(=O)COC(=O)Cc2ccc(Cl)cc2)C1 (stereo not given) | 101 | -0.1
NC1CCN(Cc2cccc(F)c2)CC1 | 102 | 0

(further entries)
SMILES | Polio RdRp inh | Polio RdRp inh FP z-score
COc1cc(-c2nnc(SCC(=O)c3ccc(CC(=O)N4CCOCC4)s3)o2)cc(OC)c1OC | 101 | 0.1
CCN(Cc1ccccc1)S(=O)(=O)c1ccc2c(c1)oc(=O)n2C | 101 | -0.2
Cc1cc(C(=O)c2cc3cc(Cl)ccc3o2)ccc1Cl | 113 | 1.2
CCOC(=O)c1cc2c(=O)n3ccccc3nc2n(Cc2ccco2)c1=NC(=O)c1ccccc1 | 101 | 0.2
NNC(=O)C1=CC(C(=O)c2cccs2)=NN(c2ccccc2)C1C(=O)NN (stereo not given) | 50 | -8
CCC1CSC(Nc2ccc(OC)cc2)=N1 (stereo not given) | 100 | -0.4
COc1ccc(/C=C/C(=O)Nc2cccnc2)cc1OC | 102 | 0.1
Nc1nc2c(s1)c(=O)[nH]c(=O)n2-c1ccc(Cl)cc1 | 103 | 0.5
Cc1ccc(CC(C#N)Sc2nccn2C)cc1 (stereo not given) | 100 | -0.3
COc1cccc(CNC(=O)Cc2csc3ccccc23)c1OC | 102 | -1.8
COc1cccc(NC(=O)Nc2cn(C)c(=O)c3ccccc23)c1 | 85* | -3.7*
Cc1ccc(NC(=O)c2nc(S(C)(=O)=O)ncc2N(Cc2cccc(F)c2)Cc2ccco2)cc1C | 107 | 0.1
CCN(Cc1ccccc1)C(=O)Cn1c(=O)n(-c2ccc(Cl)cc2)c(=O)c2c(C)c(C(=O)N(C)C)sc21 | 105 | -0.3
CC(=O)OC(OC(C)=O)C12C=CC(O1)C1C(=O)N(c3ccccc3-c3ccccc3)C(=O)C12 (stereo not given) | 98 | -0.6
O=C(C(Sc1ccccc1)c1ccc(Br)cc1)N1CCOCC1 (stereo not given) | 105 | 1.6
O=C(Nc1ccc(OCc2cc(=O)n3ccccc3n2)cc1)c1ccccc1Cl | 103 | -0.6
O=C(Nc1cccc(NC(=O)c2ccccc2F)c1)c1ccccc1 | 107 | 0.3
O=C(CSc1ncnc2ccccc12)N1N=C2/C(=C/c3ccco3)CCCC2C1c1ccco1 (stereo not given) | 107 | 0.5
O=C(COCc1cc(-c2ccco2)on1)N1CCCCC1 | 101 | -0.1
O=C(Cn1cc(SCc2ccc(C(F)(F)F)cc2)c2ccccc21)N1CCCC1 | 122 | 0.7
COc1ccc(-c2coc3cc4oc(=O)c5c(c4cc23)CCCCC5)cc1 | 102 | -0.1
NCCc1nc(-c2ccccc2)no1 | 101 | 0
Cc1cccc(N2CCN(C(=O)c3ccc4c(c3)c(C)c(C)n4C)CC2C)c1 (stereo not given) | 106 | -0.1
CC1CCC(C(C)C)C(N(Cc2ccccc2)C(=O)c2cccs2)C1 (stereo not given) | 104 | 0
Cc1oc(C(O)C(O)C(O)CO)cc1C(=O)O (stereo not given) | 103 | 0.1
N#CC1=C(O)CCCn2c1nc1ccccc1c2=O | 103 | 0.1
COc1cccc(-n2ccnc2SCC(=O)Nc2nc3ccc(C)cc3s2)c1 | 116 | 2.2
Nc1cc(=O)[nH]c2n[nH]c(=S)n12 | 101 | -0.1
CCCCCCNc1ncnc2c1sc1nc(N3CCOCC3)c3c(c12)CCCC3 | 105 | 0.2
COc1ccc(NC(=O)c2c(NC(=O)C(F)(F)F)sc3c2CCCCC3)cc1 | 103 | 0
O=C(NCCC1=CCCCC1)c1ccc(Cn2c(=S)[nH]c3cc4c(cc3c2=O)OCO4)cc1 | 101 | -0.3
CC(C)(C)OC(=O)CSc1nc2ccccc2c(=O)[nH]1 | 93 | -0.6
CN(Cc1ccc(F)cc1)S(=O)(=O)c1nnc(NC(=O)c2ccc(F)cc2)s1 | 106 | 0.1
CC(C)c1ccc(N2C(=O)CSC23C(=O)N(Cc2cccc(F)c2)c2ccccc23)cc1 (stereo not given) | 101 | -0.7
CC(C)c1ccc(NC(=O)C2CCCN(S(=O)(=O)c3cccc4nsnc34)C2)cc1 (stereo not given) | 107 | -0.2
CCC1C/C(=C/c2ccco2)C(=O)/C(=C/c2ccco2)C1 (stereo not given) | 108 | 1.6
O=C(CSc1ccc(-c2ccccn2)nn1)Nc1ccc(F)c(F)c1 | 111 | 0.6
CCOC(=O)c1c(NC(=O)/C=C/c2ccc(Cl)cc2)sc2c1CCC(C)C2 (stereo not given) | 107 | 0.7
O=C(O)c1ccc(-c2ccc(CO)o2)cc1 | 102 | 0.2
NC(Cc1ccc2nonc2c1)C(=O)O (stereo not given) | 104 | 0.8
Cc1cccc(NC(=O)c2ccc(F)c(S(=O)(=O)N3CCN(c4ccc(F)cc4)CC3)c2)c1 | 109 | 0.2
CCN1CCN(c2c(S(=O)(=O)c3ccc(C)c(C)c3)cnc3ccc(F)cc23)CC1 | 101 | -1.5
COc1cc(C(=O)OCc2cc(=O)n3ccsc3n2)cc(OC)c1OC | 107 | 0.1
O=C(Nc1nnc(S(=O)(=O)N2CCCC2)s1)c1ccccc1F | 102 | -1.5
CCOc1ccccc1C(=O)Nc1ccc(S(=O)(=O)N(Cc2ccccc2)c2ccccc2)cc1 | 111 | 0.4
Nc1nnc(SCc2nnc(-c3cccs3)o2)s1 | 98 | -0.3
Cc1ccc2c(c1)cc1c(=O)n(Cc3ccc(Cl)cc3)nc(C)n12 | 109 | 0.6
Cc1cc(=O)[nH]c(S)c1C#N | 105 | 0.3
O=C1C(c2ccc(F)cc2)N(CCc2ccccc2)C(=O)CN1C1CCCCCC1 (stereo not given) | 105 | -0.6
COc1cccc(-c2nnc3n(Cc4ccc(C)cc4)c(=O)c4ccccc4n23)c1O | 103 | -0.4
CCN1C(=O)NC(c2ccccc2)C1=O (stereo not given) | 100 | 0.1
CCc1cccc(NC(=O)c2nc(-c3ccncc3)no2)c1 | 100 | -1.2
O=C(NCCCn1ccnc1)c1ccc(CN2CCc3ccccc3C2)cc1 | 102 | 0.1
NS(=O)(=O)c1ccc2c(c1)CCN2 | 103 | 0
CC(=O)c1ccc(NC(=O)Cn2c3ncccc3c(=O)n2-c2ccc(C)cc2)cc1 | 105 | -0.2
O=C(NCc1ccc(F)cc1)c1ccc(O)cc1 | 103 | 0
Cc1c(/C=C2/C(=O)Nc3ccc(Cl)cc32)cc(C#N)n1C | 43 | -9.3

Sorted by number of heavy atoms (largest number first): part of the list above.
SMILES | Polio RdRp inh | Polio RdRp inh FP z-score
CCc1ccccc1NC(=O)CSc1nc(C)c(C(=O)Nc2ccccc2)c(-c2ccc(Cl)cc2)c1C#N | 110 | 1.1
Cc1ccc(NC(=O)Cn2c(=O)n(CCc3ccccc3)c(=O)c3c4c(sc32)CCCC4)cc1C | 107 | 0.2
CC(C)COc1ccc(C(=O)Nc2ccc(C(=O)NCC3(c4ccccc4)CC3)cc2)cc1 | 103 | 0.3
Cc1ccc(O)c(-c2n[nH]c3c2C(c2ccc(F)cc2)N(Cc2ccco2)C3=O)c1 (stereo not given) | 103 | -0.7
Cc1ccc(N(C(=O)COc2ccccc2C)S(=O)(=O)c2ccc(Cl)cc2)cc1 | 100 | -0.7
Cc1cccc(N2CCN(C(=O)c3ccc4c(c3)c(C)c(C)n4C)CC2C)c1 (stereo not given) | 106 | -0.1
CCOC(=O)c1c(NC(=O)/C=C/c2ccc(Cl)cc2)sc2c1CCC(C)C2 (stereo not given) | 107 | 0.7
CC1=C(C(=O)Nc2ccc(C(=O)NCc3cccnc3)cc2)SCCO1 | 104 | 1.1
Cn1cc(/C=C(\C(=O)O)C(C(=O)O)=C2CCCCC2)c2ccccc21 | 100 | -0.2
CCN(Cc1ccccc1)S(=O)(=O)c1ccc2c(c1)oc(=O)n2C | 101 | -0.2
O=C(Nc1nnc(S(=O)(=O)N2CCCC2)s1)c1ccccc1F | 102 | -1.5
O=C(CCCc1nc(-c2ccccc2)no1)N1CCOCC1 | 103 | -0.3
CCN(C1=NS(=O)(=O)c2ccccc21)c1ccccc1 | 100 | -0.2
N#CC1=C(O)CCCn2c1nc1ccccc1c2=O | 103 | 0.1
O=C(O)CCc1ccc(-c2cccs2)o1 | 103 | -0.1
NS(=O)(=O)c1ccc2c(c1)CCN2 | 103 | 0
NNC(=O)CNc1ccccc1 | 99 | -0.1

Screening data as filed in PubChem.
